Eya2 inh: qHTS Assay for Inhibitors of the Phosphatase Activity of Eya2. Potency, µM (doses to about 76.9 µM), for inactives: at the highest dose activity, negative = inhibition, most hits filed as inhibitors. recombinant Eya2, OMFP fluorescence dephosphorylation (OMFP is methylfluorescein phosphate). AID 488837, 2010. 0.006% of 330,000 active. Protein phosphatase EYA2 (Homo sapiens), O00167; also: potency is read from the fitted curve at half-maximal effect; % is scaled to controls: 0 for no effect and ±100 for the full control effect
Target sequence (O00167 whole entry, looked up): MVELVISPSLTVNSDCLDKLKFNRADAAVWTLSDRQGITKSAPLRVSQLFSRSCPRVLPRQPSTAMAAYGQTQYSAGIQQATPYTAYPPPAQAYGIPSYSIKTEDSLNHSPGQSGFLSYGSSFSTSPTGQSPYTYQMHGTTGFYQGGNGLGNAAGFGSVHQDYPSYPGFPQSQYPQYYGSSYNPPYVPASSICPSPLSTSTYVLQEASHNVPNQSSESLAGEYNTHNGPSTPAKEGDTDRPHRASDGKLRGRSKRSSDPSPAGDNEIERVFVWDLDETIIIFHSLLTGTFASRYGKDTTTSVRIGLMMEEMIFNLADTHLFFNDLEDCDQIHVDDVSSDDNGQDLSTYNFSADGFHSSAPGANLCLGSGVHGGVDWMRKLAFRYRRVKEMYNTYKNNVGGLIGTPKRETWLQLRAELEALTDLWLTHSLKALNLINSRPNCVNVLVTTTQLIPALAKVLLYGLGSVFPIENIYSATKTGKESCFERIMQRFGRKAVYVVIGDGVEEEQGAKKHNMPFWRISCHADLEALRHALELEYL
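Eya2 (0.2 uM) preincubated 10 min at ambient with compound, then OMFP substrate added at 50 uM; 10 min reaction in 50 mM HEPES pH 7.5, 50 mM NaCl, 5 uM MgCl2, 0.05% BSA, 1 mM DTT. Fluorescence read at Ex 485/Em 525 nm.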
a7 integrin act: qHTS for Activators of Integrin-Mediated Alleviation for Muscular Dystrophy | alpha7betagal myoblasts, beta-gal FDG fluorescence, 48 h | AID 624291, 2012 | 0.064% of 350,000 active | Potency, µM (highest dose often 38.3 µM), without a hit: at the top dose activation, hits mostly activators;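 also: potency is read from the fitted curve at half-maximal effect; 100% = response of the positive control SU9516; nearly all actives have a fitted effect of over 60% in size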
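Alpha7betagal+/- myoblasts (passage 13) were plated 16-24 hr, then exposed to compounds (1:260 dilution of DMSO stock) for 48 hours at 37C. After MPER lysis, β-galactosidase reporter activity was read as FDG fluorescence (ex 480/em 540) after 30 minutes.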
Tb PFK block: qHTS Assay to Find Inhibitors of T. brucei phosphofructokinase. T. brucei PFK, ADP-Glo luminescence. ATP-dependent 6-phosphofructokinase (Trypanosoma brucei brucei), O15648. 0.17% of 330,000 active. Potency, µM (doses to about 57.5 µM), inactives show at the top dose activity, negative = inhibition, usual class: inhibitors;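 also: potency is read from the fitted curve at half-maximal effect; 0% = uninhibited 1x PFK enzyme wells and -100% = no-enzyme wells; nearly all actives have a fitted effect of over 60% in size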
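PFK 1.25 nM, F6P 0.5 mM, ATP 0.1 mM, 0.1 M TEA pH 8.0, 5 mM MgCl2, 0.01% Tween20, 0.1% BSA; 45 min RT. ADP-Glo readout. qHTS titration up to 57 uM; curves fitted, compounds curve-classed.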
A-T KAP1 phos: qHTS Assay for Identifying a Potential Treatment of Ataxia-Telangiectasia. […] A-T fibroblasts, KAP-1 phosphorylation AlphaLISA; neocarzinostatin DNA damage 30 min before lysis. Potency, µM (top dose mostly 57.5 µM), without a hit: top-dose activation, hits mostly activators. 0.19% of 320,000 active; also: potency is read from the fitted curve at half-maximal effect; % of control where 0% means no effect; nearly all actives have a fitted effect of over 45% in size
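hTERT-immortalized A-T patient fibroblasts ([…]), 500 cells/well in OPTI-MEM, 1% FBS, got compounds for 60 min, then NCS for 30 min at 37C. Lysates were then assayed for phospho-KAP-1 by AlphaLISA (anti-pKAP1 donor, anti-KAP1 acceptor beads), 6 hr at 25C.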
TSG101-PTAP inh: qHTS Assay for Iinhibitors of HIV-1 Budding by Blocking the Interaction of PTAP/TSG101; Potency, µM (top dose mostly 115 µM), inactives show top-dose activity change, negative = inhibition, usual class: inhibitors; Fluorescence polarization, FITC-PTAP peptide / Tsg101 binding; 340,000 tested, under 10 active; Tumor susceptibility gene 101 protein (Homo sapiens), Q99816; active = well fitted inhibition curve with a large enough effect in the main read-out, with a control signal flat, not every such curve was filed as active; inconclusive = small, poorly fitted or top-dose-only effect, or effect the other way, or a change in a side signal; inactive = no such curve, though single readings can be large or run the other way; also: potency is read from the fitted curve at half-maximal effect; % of control where 0% means no effect
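Compounds were pin-transferred onto Tsg101 binding domain (10 uM final) in HEPES pH 7.5 buffer, then FITC-PTAP peptide was added at 50 nM final. After 20 min at RT, polarization reported peptide displacement across a qHTS concentration series.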
TCR act: Activators of T cell receptors: qHTS campaign; primary human leukocytes, anti-CD3, IL-2 HTRF, 48 h; Potency, µM (titrated, usually from 9.22 µM), for inactives: at the top dose activation of IL-2 secretion, usual class: activators; 330,000 tested, under 10 active; AID 504894, 2011; also: % of control where 0% means no effect
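Primary human leukocytes receive a-CD3 beads and test compound and are incubated 48 hr. Secreted IL-2 is then assayed by HTRF, measuring 665nm acceptor emission after 320nm excitation of the europium donor.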
BCR signal inh: qHTS Assay to Find Inhibitors of Chronic Active B-Cell Receptor Signaling; Potency, µM (series often up to 46.1 µM), for inactives: at the top dose ratio change, negative = lower green/red ratio, actives largely listed as inhibitors; ABC-DLBCL IkBa-CBG/CBR reporter, luminescence ratio, 4 h; 0.05% of 340,000 active; active = well fitted inhibition curve with a large enough effect in the signal ratio, with a control signal flat, not every such curve was filed as active; inconclusive = small, poorly fitted or top-dose-only effect, or effect the other way, or a change in a side signal; the % refers to the signal ratio;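 also: potency is read from the fitted curve at half-maximal effect; plate controls were basal doxycycline-induced cells for no effect and cells given 10 µM MG132 for full effect; MG132 reads +100%, hits lower the ratio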
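Concentration-response series (up to 46 uM) were applied to TMD8 dual-reporter cells for 4 h at 37C with doxycycline. Green/red ratio, after filter-overlap correction, defined %Activity; red signal alone was normalised to basal cells and zero luminescence.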
TSHR antagonist: Antagonists of the Thyroid Stimulating Hormone Receptor: HTS campaign; Thyrotropin receptor (Homo sapiens), P16473; TSHR-expressing cells, TSH-stimulated cAMP HTRF, 2 h; hits give low values; activity change, negative = inhibition, % at 11.5 µM; 0.2% of 330,000 active; AID 504810, 2011;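 active = activity change below a set negative limit, meaning inhibition stronger than a set level, cut at about -70% in these data; inconclusive = activity change between two set negative limits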; also: % is scaled to controls: 0 for no effect and ±100 for the full control effect
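Freshly harvested TSHR cells receive pin-tooled compound, then EC80 TSH at 4nM final. After 2 hours at 37 deg C, antibody in lysis buffer and cAMP-d2 are added; 30 minutes at ambient temperature precede the HTRF read.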
ELG1 repair inh: qHTS screen for small molecules that inhibit ELG1-dependent DNA repair in human embryonic kidney (HEK293T) cells expressing luciferase-tagged ELG1; AID 504467, 2011; HEK293T ELG1-luciferase reporter, luminescence, 16 h; DNA damage induced by 5-fluorouridine; Potency, µM (top dose mostly 46.1 µM), for inactives: at the top dose activity change, negative = inhibition, actives largely listed as inhibitors; 2.3% of 330,000 active; also: potency is read from the fitted curve at half-maximal effect; % is scaled to controls: 0 for no effect and ±100 for the full control effect; nearly all actives have a fitted effect of over 55% in size
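In this reporter screen, reduction of luminescence relative to DMSO vehicle indicated activity. Compounds and 5-fluorouridine were added together to 2,000 cells per well, incubated for 16 hr at 37 °C, then developed with ONE-Glo.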
Mito fusion act: qHTS Assay for Small Molecule Inhibitors of Mitochondrial Division or Activators of Mitochondrial Fusion; S. cerevisiae fusion-defective mutant growth rescue, CellTiterGlo 48 h; Potency, µM (top dose mostly 46.1 µM), for the others: at the top dose growth rescue (activation), most hits filed as activators; 0.23% of 320,000 active;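 also: potency is read from the fitted curve at half-maximal effect; % of control where 0% means no effect; nearly all actives have a fitted effect of over 45% in size; temperature-sensitive fusion mutants such as fzo1-1 at 37 °C on non-fermentable ethanol glycerol medium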
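Luminescent cell viability in 1536-well qHTS format served as the measure of rescued growth in ts fusion-mutant S. cerevisiae cultured on non-fermentable YPEG for 48 hours at 37C.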
ASM inhibitor: Inhibitors of Secretory Acid Sphingomyelinase (S-ASM): qHTS. placental ASM, HMU-PC fluorogenic substrate, 60 min. 0.006% of 340,000 active. Sphingomyelin phosphodiesterase (Homo sapiens), P17405. Potency, µM (titrated, usually from 57.5 µM), for inactives: top-dose activity change, negative = inhibition, hits mostly inhibitors. AID 504937, 2011; also: potency is read from the fitted curve at half-maximal effect
Target sequence (P17405 47-631 limits assumed): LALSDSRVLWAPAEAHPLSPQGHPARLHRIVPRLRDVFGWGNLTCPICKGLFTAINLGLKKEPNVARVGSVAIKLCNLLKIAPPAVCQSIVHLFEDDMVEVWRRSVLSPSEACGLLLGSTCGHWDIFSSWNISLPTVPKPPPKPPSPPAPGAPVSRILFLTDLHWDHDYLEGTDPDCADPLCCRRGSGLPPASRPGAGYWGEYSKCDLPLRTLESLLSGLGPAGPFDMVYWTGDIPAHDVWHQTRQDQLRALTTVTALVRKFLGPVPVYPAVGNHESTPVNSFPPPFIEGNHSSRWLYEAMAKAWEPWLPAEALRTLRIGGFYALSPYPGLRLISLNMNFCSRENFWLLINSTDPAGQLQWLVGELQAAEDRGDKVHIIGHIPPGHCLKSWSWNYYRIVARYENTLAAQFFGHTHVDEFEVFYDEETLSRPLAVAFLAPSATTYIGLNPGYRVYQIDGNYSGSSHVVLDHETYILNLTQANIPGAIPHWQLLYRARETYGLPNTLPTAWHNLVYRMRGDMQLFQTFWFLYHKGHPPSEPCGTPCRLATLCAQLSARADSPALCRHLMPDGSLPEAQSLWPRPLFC
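Fluorescence read-out (Ex 386 nm, Em 447 nm) after stopping the reaction at pH 10. Enzyme: ASM from human placenta; substrate HMU-PC0, 9 uM final; 60 min, 37 °C. Compound preincubation 10 min, ambient temperature.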
The depositor's hits bear a star; ? = inconclusive; nt = no result given; [ ] = dose if it differs, or a comment. Unless noted, calls follow the shape of the dose curve; as a rule, active = well fitted curve in the direction sought with a large enough effect; inconclusive = small, poorly fitted or top-dose-only effect, or another doubt; inactive = no such curve, though single readings can be large; an effect the other way counts as inactive or inconclusive. This is a random part of the collection; 3.2% or so of the library scored in one or more.

SMILES	Eya2 inh	a7 integrin act	Tb PFK block	A-T KAP1 phos	TSG101-PTAP inh	TCR act	BCR signal inh	TSHR antagonist	ELG1 repair inh	Mito fusion act	ASM inhibitor
COc1ccc2ccccc2c1C1CC(=O)N2CN(C)CSC2=C1C#N (configuration not stated)	4%	0%	-27%	-1%	-10%	0%	-17%	3	-8%	3%	-9%
Cc1ccc(NC(=O)CCC(=O)c2cccs2)cc1F	2%	4%	1%	-10%	-2%	4%	9%	8	5%	12%	4%
CCOP(=O)(OCC)C(NC(=O)Nc1ccccc1)c1ccccc1 (configuration not stated)	-7%	0%	-3%	-2%	-4%	-2%[46.1 µM]	-3%	3	3%	-3%	0%
CCOC(=O)Cc1c(C)nc2c(-c3ccccc3)c(-c3ccccc3)[nH]n2c1=O	9%	-8%[7.66 µM]	1%	6%	2%	nt	4%	-14	0%	-3%	-2%
CCOc1ccc(N(C(=O)c2snc(C(N)=O)c2N)C(CC)C(=O)NC2CCCC2)cc1 (configuration not stated)	9%	-16%	1%	2%	6%	2%	6%	-3	1%	1%	69%[activator]
CN(C)S(=O)(=O)c1cc(NC(=O)CN2CCN(c3ccccc3O)CC2)ccc1Cl	0%	-25%	1%	-5%	1%	-5%	-11%	-5	?	-1%	-2%
O=C(CN1CCN(c2ccccn2)CC1)Nc1ccc(Oc2ccccc2)cc1	5%	-3%	-8%	2%	0%	-1%	?	16	-13%	0%	-3%
CCOc1ccccc1NC(=O)CCCc1nc2ccccc2c(=O)[nH]1	-8%	-32%[7.66 µM]	0%	6%	-3%	-1%	-18%	-1	-18%	-1%	-2%
O=C(N[C@@H](Cc1ccc(O)cc1)C(=O)O)C(c1ccccc1)c1ccccc1	15%	-3%	-6%	-8%	-6%	4%	-5%	-6	14%	-1%	7%
O=C(O)CSc1nc(-c2ccccc2)cc(=O)[nH]1	2%	4%	6%	2%	-1%	nt	-17%	6	?	-1%	3%
Cc1n[nH]c(=S)n1/N=C/c1ccccc1OCc1ccc(Cl)cc1Cl	2%	10%	-1%	-4%	0%	1%[46.1 µM]	9%	-9	0%	-1%	0%
O=C(Nc1ccccc1F)NC1CCCc2ccccc21 (configuration not stated)	-15%	-19%	0%	0%	-3%	-2%	?	3	-8%	-1%	-1%
C/C(=N\NC(=O)c1cnccn1)c1ccc([N+](=O)[O-])cc1	17%	8%	-3%	-2%	-2%	4%	-14%	-2	16%	1%	2%
Cc1csc(/C(C#N)=N/O)n1	-7%[15.4 µM]	-2%	4%	-19%	-4%	0%	7%	6	-10%	1%	1%
O=C(N/N=C/c1ccc(F)cc1)c1cc[n+]([O-])cc1	-9%	62%	1%	10%	-3%	9%	1%	-1	10%	-1%	2%
COc1ccc(-n2c(-c3ccc(Br)cc3)nc(=S)c3c2CCCC3)cc1	4%	-24%	1%	-5%	-1%	-7%[46.1 µM]	-16%	10	-30%	-7%	-1%
O=C(C=C1SCCS1)/C=C/c1ccco1	1%	0%	-26%	-1%	-3%	-2%	?	-6	?	-2%	-6%
COc1ccccc1/C=C/CN1CCN(Cc2ccc(C)o2)C(CCO)C1 (configuration not stated)	9%	28%	1%	5%	1%	3%	-14%	-1	-3%	0%	5%
Cc1cccc(Nc2ncnc3onc(-c4cccc(Cl)c4)c23)c1	4%	-12%	0%	-6%	-6%	0%	24%	-16	0%	-10%	-24%
Cc1nc2ccccc2c2nc3ccccc3n12	-6%	-5%	-1%	nt	-8%	nt	?	0	-8%	-3%	-4%
Cc1ccc(NS(=O)(=O)c2ccc(NC(=O)C3CCCO3)cc2)cc1 (configuration not stated)	5%	-35%	-5%	19%	-1%	4%	?	2	?	5%	1%
CN(CC(=O)Nc1cccc(F)c1)C(=O)c1ccc(N2C(=O)c3ccccc3C2=O)cc1	4%	13%	2%	10%	2%	-1%	-1%	35	-15%	-2%	-2%
COc1ccc(CC2(CO)CCN(Cc3cnn(-c4ccccc4)c3)CC2)cc1	-1%	-65%[inhibitor]	5%	11%	6%	4%	0%	11	-6%	-3%	4%
COc1ccc(-c2nnc3ccc(SCC(N)=O)nn23)cc1OC	-3%	-6%[7.66 µM]	-2%	nt	-3%	-3%	7%	8	?	-1%	0%
CN(C1CCCCC1)C(CNS(=O)(=O)c1ccccc1)c1ccccc1 (configuration not stated)	-13%	5%	-1%	4%	-2%	5%	5%	-2	0%	4%	2%
Further entries
SMILES	Eya2 inh	a7 integrin act	Tb PFK block	A-T KAP1 phos	TSG101-PTAP inh	TCR act	BCR signal inh	TSHR antagonist	ELG1 repair inh	Mito fusion act	ASM inhibitor
COc1cc(C(c2sc3nc(C)nn3c2O)N2CC(C)OC(C)C2)cc(OC)c1OC (configuration not stated)	-11%	-1%	-5%	-4%	0%	13%	5%	1	?	-7%	5%
COc1ccc(Cl)cc1NC(=O)CSc1nc(NS(=O)(=O)c2ccccc2)cc(=O)[nH]1	-1%	-8%	6%	13%	-1%	-16%	4%	-9	-11%	13%	-5%
COc1ccc(C2=NN(C(=O)/C=C/c3ccccc3)C(c3ccccc3)C2)c(OC(C)=O)c1 (configuration not stated)	1%	-5%	0%	nt	0%	1%[46.1 µM]	1%	33	?	26%	-13%
CCOC(=O)N1CCN(C(=O)c2ccc3nc(SCc4ccc(F)cc4)n(C)c3c2)CC1	-2%	-39%	-5%	-8%	-8%	-13%	17%	-17	13µM*	6%	-1%
Cc1cccc(NC(=O)Nc2cccc(Oc3c(F)c(F)c(F)c(F)c3F)c2)c1	-13%	-41%	3%	1%	-10%	-1%	0%	-17	1%	1%	-14%
CCOC(=O)c1c(CSC(=N)N)n(-c2ccc(Br)cc2)c2cc(Br)c(OC(C)=O)cc12	-30%	3%	2%	-8%	0%	-4%	?	3	?	1%	-13%
c1ccc(-c2nc(N3CCCCCC3)nc(-n3ccnc3)n2)cc1	-6%	17%	2%	-1%	-4%	4%	6%	32	?	-5%	-4%
O=[N+]([O-])c1ccccc1/C=C/C=N/n1c(-c2ccccc2)n[nH]c1=S	5%	-31%	12%	-4%	-6%	7%	?	12	9%	4%	-6%
O=C(NNC(=O)C1COc2ccccc2O1)c1ccccc1 (configuration not stated)	-9%	-18%[7.66 µM]	0%	3%	-8%	nt	-15%	15	-2%	2%	4%
Cc1cccc2cc(C#N)c(SCC(=O)N3CC(=O)Nc4ccccc43)nc12	12%	-8%	0%	7%	-2%	1%	?	-18	?	-1%	-5%
COC(=O)c1ccc(COC(=O)CSCC(=O)Nc2ccc(C)cc2C)cc1	9%	44%	12%	6%	0%	-5%	1%	nt	0%	nt	0%
CCCOc1ccc(Cc2c(O)nc(SC)[nH]c2=O)cc1	6%	7%	1%	2%	-6%	-1%	10%	-2	9%	-1%	5%
Oc1ccccc1CNc1nccs1	5%	-1%	-6%	-7%	2%	8%	?	-4	-9%	0%	5%
O=C(O)c1ccccc1-c1ccccc1C(=O)Nc1ccc2c(c1)CCC2	6%	6%	1%	?	-1%	nt	10%	-1	-9%	0%	2%
CCSc1nnc(Cc2cc(=O)[nH]c(=O)[nH]2)n1-c1ccc(F)cc1	1%	5%	-1%	8%	-6%	-1%[46.1 µM]	0%	3	15%	-3%	0%
O=C(Nc1ccc(F)cc1F)c1cccnc1	15%[15.4 µM]	-13%	-6%	14%	-5%	1%	1%	6	9%	-4%	-1%
